BRCA1 expr act – BRCA1 expression activation; AID 624202; actives 1.1% (n = 380,000); Potency, µM (doses to about 46.1 µM), without a hit: top-dose activation, usual class: activators; MCF7-BRCA1-FFLuc reporter, luminescence, 48 h; response scale: scaled: vehicle 0%, 10 µM genistein 100%; further: potency means the concentration at half of the fitted maximal effect; nearly all actives have a fitted effect of over 80% in size; some results filed as inactive show a strong effect at the top dose
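Reporter cells (MCF7, BRCA1 promoter-firefly luciferase) received library compounds across a concentration series for 48 h. End-point luminescence was measured and concentration-effect curves derived after normalization.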
ELG1 genotox – induces genotoxicity in HEK293T cells with luciferase-tagged ELG1; HEK293T ELG1-luciferase reporter, luminescence, 16 h; Potency, µM (series often up to 46 µM), without a hit: top-dose activity change, positive = activation, most hits filed as activators; actives 1.3% (n = 330,000); AID 504466; further: potency means the concentration at half of the fitted maximal effect; % of control where 0% means no effect; nearly all actives have a fitted effect of over 60% in size
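After overnight (16 hr) compound treatment at 37 °C, ELG1-luciferase HEK293T cells were lysed with ONE-Glo; luminescence quantified 30 min later at room temperature.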
TRPV1 agonist – human TRPV1 agonism; TRPV1-expressing cells, Fluo-8 calcium influx, agonist mode; activation, % at 8.33 µM; actives 0.19% (n = 320,000); in the data active means activation above about 80%; inconclusive means between about 30% and that limit; further: 0% is about no effect
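Cells expressing TRPV1 were dye-loaded with Fluo-8 and read kinetically: 10 s baseline, 3 min after compound (agonist portion), then 2 min after EC20 capsaicin (allosteric enhancer portion). Calcium-bound dye fluorescence at 480/520 nm.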
FLuc modulator – firefly luciferase modulation, counter-screen for miR-21 project; P08659; purified FLuc, Km substrates, luminescence inhibition; Potency, µM (top dose mostly 57.5 µM), inactives show at the highest dose activity change, negative = inhibition, hits mostly inhibitors; actives 6.9% (n = 360,000); AID 588342;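 further: potency means the concentration at half of the fitted maximal effect; plate controls were vehicle for no effect and reference inhibitor for full effect; nearly all actives have a fitted effect of over 55% in size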
Target sequence (P08659 whole entry, looked up): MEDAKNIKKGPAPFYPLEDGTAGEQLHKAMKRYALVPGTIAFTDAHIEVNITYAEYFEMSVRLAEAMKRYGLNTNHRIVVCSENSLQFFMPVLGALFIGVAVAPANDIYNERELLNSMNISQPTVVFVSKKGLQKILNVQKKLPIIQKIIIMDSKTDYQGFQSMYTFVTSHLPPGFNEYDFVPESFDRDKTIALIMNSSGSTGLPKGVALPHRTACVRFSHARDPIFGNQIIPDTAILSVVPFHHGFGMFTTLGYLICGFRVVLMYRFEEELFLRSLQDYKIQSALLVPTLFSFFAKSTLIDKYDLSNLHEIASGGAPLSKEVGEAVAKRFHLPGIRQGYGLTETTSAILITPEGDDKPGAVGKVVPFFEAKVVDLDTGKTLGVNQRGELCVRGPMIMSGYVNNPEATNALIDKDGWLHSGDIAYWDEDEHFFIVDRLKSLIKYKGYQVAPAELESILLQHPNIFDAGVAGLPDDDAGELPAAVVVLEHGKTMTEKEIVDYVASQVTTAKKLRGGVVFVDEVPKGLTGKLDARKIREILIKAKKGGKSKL
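Purified P. pyralis luciferase (10nM final) with 10uM D-luciferin and 10uM ATP (Km levels) in 50mM Tris acetate pH 7.5, 10mM Mg acetate, 0.01% Tween-20, 0.05% BSA; qHTS 6-point titration, ~60 µM downward; luminescence read.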
Tb PFK inh – blocks T. brucei phosphofructokinase | actives 0.17% (n = 330,000) | T. brucei PFK, ADP-Glo luminescence | Potency, µM (highest dose often 57.5 µM), inactives show top-dose activity, negative = inhibition, most hits filed as inhibitors | O15648;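 further: potency means the concentration at half of the fitted maximal effect; 0% = uninhibited 1x PFK enzyme wells and -100% = no-enzyme wells; nearly all actives have a fitted effect of over 60% in size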
Target sequence (O15648 whole entry, looked up): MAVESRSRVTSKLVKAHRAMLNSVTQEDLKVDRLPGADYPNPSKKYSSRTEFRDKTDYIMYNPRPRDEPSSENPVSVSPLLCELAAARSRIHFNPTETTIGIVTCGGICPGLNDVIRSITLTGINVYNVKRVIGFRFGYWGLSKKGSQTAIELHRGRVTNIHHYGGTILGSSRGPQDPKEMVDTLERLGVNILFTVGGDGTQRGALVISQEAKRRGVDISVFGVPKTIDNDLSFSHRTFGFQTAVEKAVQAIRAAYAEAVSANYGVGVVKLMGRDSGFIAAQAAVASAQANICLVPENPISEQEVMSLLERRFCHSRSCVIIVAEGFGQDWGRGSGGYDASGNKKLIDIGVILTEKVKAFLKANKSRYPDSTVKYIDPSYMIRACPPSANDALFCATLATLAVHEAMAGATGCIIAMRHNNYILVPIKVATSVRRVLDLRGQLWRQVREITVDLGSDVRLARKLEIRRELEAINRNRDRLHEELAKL
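Compounds were pin-transferred as a titration series up to 57 uM into substrate buffer (0.5 mM F6P, 0.1 mM ATP, pH 8.0), then 1.25 nM PFK was added and reactions ran 45 min before ADP-Glo detection.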
RORgamma inh – ROR gamma (mouse) transcription inhibition; P51450; Drosophila S2 Gal4-RORgamma UAS-luciferase reporter, 20 h; Potency, µM (top dose mostly 53.6 µM), without a hit: at the highest dose activity change, negative = inhibition, actives largely listed as inhibitors; actives 5.4% (n = 310,000); further: potency means the concentration at half of the fitted maximal effect; on the % scale 0 is the no-effect control and ±100 the full control effect; nearly all actives have a fitted effect of over 60% in size
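Read-out: Photinus luciferase luminescence; inhibitors lower reporter signal. Insect Schneider cells with Gal4-ROR gamma fusion under metallothionein promoter, UAS reporter; 700 uM final copper sulfate induction, 20 hr, ambient temperature.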
NPC1 prom act – NPC1 promoter activation | Huh7 NPC1 promoter luciferase reporter, 24 h | Potency, µM (highest dose often 9.22 µM), inactives show at the highest dose activation, actives largely listed as activators | actives 2.4% (n = 320,000) | AID 485313;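 further: potency means the concentration at half of the fitted maximal effect; % of control where 0% means no effect; nearly all actives have a fitted effect of over 60% in size; reporter is driven by a mutant NPC1 promoter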
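Compounds in DMSO were transferred onto Huh7 NPC1-luciferase reporter cells pre-incubated 2 h; after 24 h at 37 °C, Amplite reagent was dispensed and luminescence recorded 10 min later.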
Rab9 promoter act – activates the Rab9 promoter; Huh7 Rab9 promoter-luciferase reporter, luminescence, 24 h; Potency, µM (doses to about 9.22 µM), for the others: top-dose activation, negative = inhibition, hits mostly activators; actives 2.8% (n = 320,000); AID 485297; further: potency means the concentration at half of the fitted maximal effect; % of control where 0% means no effect; nearly all actives have a fitted effect of over 60% in size
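Measured in stably transfected Huh7 cells bearing a Rab9 promoter–luciferase construct: 24 h compound treatment at 37 °C, followed by luminescence detection.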
VP16 counter – counter-screen for ROR gamma inhibitors: Gal4-VP16 reporter; Drosophila S2 Gal4-VP16 UAS-luciferase, luminescence, 20 h; Potency, µM (doses to about 53.6 µM), inactives show at the highest dose activity, negative = inhibition, actives largely listed as inhibitors; actives 3.5% (n = 310,000);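 further: Gal4-VP16 expression switched on by copper sulfate through the metallothionein promoter; potency means the concentration at half of the fitted maximal effect; on the % scale 0 is the no-effect control and ±100 the full control effect; nearly all actives have a fitted effect of over 50% in size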
ELG1 repair inh – inhibitors of ELG1-dependent DNA repair in HEK293T cells; HEK293T ELG1-luciferase reporter, luminescence, 16 h; DNA damage induced by 5-fluorouridine; Potency, µM (doses to about 46.1 µM), without a hit: at the highest dose activity change, negative = inhibition, actives largely listed as inhibitors; actives 2.3% (n = 330,000); AID 504467; further: potency means the concentration at half of the fitted maximal effect; on the % scale 0 is the no-effect control and ±100 the full control effect; nearly all actives have a fitted effect of over 55% in size
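5-Fluorouridine DNA damage + compound/DMSO, 2,000 cells/well, 16 h, 37 °C/5% CO2. ONE-Glo, 30 min RT, luminescence. Readout = decrease in reporter signal.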
p53 reactivation – re-activators of mutant p53 | actives 0.063% (n = 320,000) | Potency, µM (series often up to 92.2 µM), for inactives: top-dose activity change, positive = activation, usual class: activators | H1299 p53-A138V BP100-luciferase reporter, luminescence, 24 h | AID 504706; further: potency means the concentration at half of the fitted maximal effect; % of control where 0% means no effect; nearly all actives have a fitted effect of over 45% in size
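p53-null H1299 cells stably carrying temperature-sensitive p53-A138V and a BP100-luciferase reporter were pinned with compounds (4-point, 1:5 series) and held 24 hrs at 37 deg C. Luminescence was read 10 min after detection reagent.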
The depositor's hits bear a star; ? = inconclusive; nt = not tested or not shown; [ ] = remark or other dose. Unless noted, the call rests on the fitted dose curve; in most records, active means well fitted curve in the direction sought with a large enough effect; inconclusive means small, poorly fitted or top-dose-only effect, or another doubt; inactive means no such curve, though single readings can be large; an effect the other way counts as inactive or inconclusive.

SMILES | BRCA1 expr act | ELG1 genotox | TRPV1 agonist | FLuc modulator | Tb PFK inh | RORgamma inh | NPC1 prom act | Rab9 promoter act | VP16 counter | ELG1 repair inh | p53 reactivation
COc1ccc(N2CCN(C3CCCN(C(=O)CN4CCCC4=O)C3)CC2)cc1 (centres undefined) | 0% | -1% | -3 | 0% | 0% | -1% | 1% | -5% | 2% | ? | 5%
CCOc1ccc(NS(=O)(=O)c2ccc(C(=O)N(C)Cc3cccc(OC)c3OC)cc2)cc1 | -44% | -12% | 16 | -1% | 0% | ? | 2% | -8% | ? | 16µM* | -1%
O=C(Cn1nc(-c2ccccc2)nc1-c1ccccc1)OC1CCCCC1 | -25% | -7% | -1 | -9% | 0% | ? | -5% | ? | -5% | ? | 1%
O=C1N(Cc2cccc(Cl)c2)C[C@@H]2C[C@@H](c3cccn3-c3ccccn3)N3CCC[C@@]123 | -45% | -8% | -4 | 1% | 3% | 12% | -1% | 7% | -7% | -1% | -3%
CC(=O)c1sc(NC(=O)c2ccc(F)cc2)nc1-c1ccccc1 | ? | ? | 30 | ? | -5% | -18% | ? | 26% | 30% | ? | 2%
O=C(CN1CCC(C(=O)c2cccc(Cl)c2)CC1)Nc1ccc(C(=O)O)cc1 | 0% | 2% | -1 | 0% | -8% | 0% | -1% | -4% | 5% | 13% | 0%
Cc1nc(NS(=O)(=O)c2ccc(Cl)s2)c2c3c(sc2n1)CCCC3 | -24% | -7% | -1 | -3% | -2% | 15% | -5% | -2% | -4% | ? | -1%
CC(C)(C)NC(=O)C[C@H]1C[C@H](C(=O)N2CCCCC2)[C@@]2(CCc3ccccc3)c3[nH]c4cc(-c5ccco5)ccc4c3CCN2C1=O | -25% | -5% | nt | nt | -9% | nt | nt | nt | nt | -1% | 4%
Fc1ccc(-c2nnc(-c3ccc(F)cc3)o2)cc1 | 2.5µM* | ? | ? | 4.3µM* | 2% | 1% | 2.8µM* | ? | ? | ? | nt
Cc1cccc(-n2ncc3c2CCCC3NC(=O)Cn2cccn2)c1C (centres undefined) | -20% | -5% | 1 | 1% | -1% | 0% | -3% | 1% | 5% | -8% | 4%
CCOc1ccc(C(=O)NCC(=O)OCCN2C(=O)c3ccccc3C2=O)cc1OCC | -8% | -2% | -2 | 4% | -2% | nt | 3% | 5% | nt | -1% | 0%
O=C(N/N=C/c1ccc(Cl)c([N+](=O)[O-])c1)C1CC1 | -47% | 0% | 3 | -8% | 0% | 27% | 11% | 0% | ? | 10% | ?
CC(=O)CC(C)(C)Nc1nc2cc([N+](=O)[O-])ccc2o1 | 48% | 0% | 4 | -1% | 5% | 23% | -2% | 3% | 10% | 16% | 16%
c1ccc(C(c2c[nH]c3ccccc23)c2c[nH]c3ccccc23)nc1 | -25% | 3% | 2 | 2% | -2% | -15% | -1% | -1% | 12% | -7% | -3%
CC(Nc1nc(-c2ccncc2)nc2ccccc12)c1ccccc1 (centres undefined) | -18% | -7% | 10 | 3% | 0% | ? | 1% | -4%[1.84 µM] | -2% | -6% | -1%
CC1(C)N=C(SCC(=O)Nc2ccc(Cl)cc2)C(c2ccc(Cl)cc2)=N1 | -55% | -7% | 4 | 0% | -8% | -2% | -3% | -4% | -11% | ? | -15%
O=C(C1CCCCC1)N1CCN=C1SCc1cccc([N+](=O)[O-])c1 | -20% | -11% | 14 | 1% | -11% | 31% | -8% | 1% | -2% | ? | 25%
O=C(Nc1ccccn1)c1cccc(S(=O)(=O)N2CCCCC2)c1 | -17% | -1% | -4 | -5% | -4% | 8% | -1% | -3% | -6% | 0% | 5%
Clc1ccc2nc(CN3CCCCCC3)cn2c1 | 6% | -1% | 5 | -6% | -2% | 6% | 3% | -5% | -14% | 18% | -1%
CC1=C(C(=O)Nc2ccccc2)C(c2ccc(C)cc2)N=C(Nc2nc3ccccc3o2)N1 (centres undefined) | -71%[inhibitor] | ? | 0 | 0% | 1% | ? | 0% | 7% | 11µM* | ? | -24%
COc1cccc(CN(C)C(=O)c2ccc(NS(=O)(=O)c3ccc(F)cc3)cc2)c1OC | -23% | -1% | 3 | 12% | -2% | nt | 2% | 1% | nt | 15% | -1%
O=C(/C=C/c1ccco1)Nc1ccc2c(c1)OCCO2 | ? | -5% | ? | 1.9µM* | -10% | ? | 2.2µM* | 0.63µM* | ? | ? | ?
Cc1oc(-c2ccccc2)nc1C(=O)OCC(=O)NCc1ccc(Cl)cc1 | -9% | 2% | 4 | 5% | 0% | nt | 0% | 0% | nt | 0% | 8%
CCn1c(SCC(=O)c2ccc(C)cc2)nnc1-c1ccoc1C | 36% | ? | 1 | ? | -4% | ? | 10% | 0% | 16µM* | 9% | -7%
O=C(O)C1CCCCC1C(=O)Nc1nc(-c2ccc(Cl)s2)cs1 (centres undefined) | 28% | -11% | 2 | ? | -11% | 7% | 0% | 7% | 7% | 6% | -2%
CSc1cccc(NC(=O)C(=O)NCc2ccccc2)c1 | 5% | 1% | 23 | 3% | -1% | -11% | 1% | 1% | -2% | 11% | 2%
O=C(O)c1ccc2c(c1)C(=O)N(Cc1ccc3c(c1)OCO3)C2=O | 4%[1.84 µM] | 1% | -9 | 4% | 5% | 6% | 2% | 1% | -10% | -7% | 2%
CCN1CCN(S(=O)(=O)c2ccc3c(c2)OCCO3)CC1 | -16% | -1% | 1 | 0% | -3% | -15% | 0% | 6% | -9% | -20% | -2%
COc1cccc(NC(=S)N(CCN(C)C)C(C)c2ccncc2)c1 (centres undefined) | -10% | 1% | 2 | -1% | 0% | -30% | 1% | 1% | -9% | -2% | -2%
CCOC(=O)N1CCN(c2ncnc3scc(-c4ccc(Cl)cc4)c23)CC1 | -9% | -8% | 3 | 0% | -2% | 25% | -5% | -6% | -1% | ? | 7%
COc1cccc(C2(CSc3nnc(-c4cc(OC)c(OC)c(OC)c4)o3)OCCO2)c1 | -28% | -1% | 26 | -1% | 2% | 11% | 1% | 6% | -8% | -28% | -11%
C(=C\c1ccc2ccccc2n1)/c1ccccc1 | ? | ? | 29 | 0.076µM* | -10% | 0% | 2.8µM* | 0.5µM* | -8% | ? | 1%
O=C1OCC(CO)(CO)N=C1NNc1cc(Cl)ccc1Cl | -20% | -4% | -1 | 0% | 5% | 4% | 14% | 3% | 5% | 29% | 4%
Cc1cc(C)c(S(=O)(=O)N2CCN(C(=O)N3CCCCC3)CC2)c(C)c1 | -8% | -3% | 28 | 1% | 3% | 41% | -41%[inhibitor] | 2% | 0% | -8% | -1%
CCCCn1nc2cc(C(=O)NCc3cc(C(F)(F)F)cc(C(F)(F)F)c3)ccc2c1OC | 0% | 0% | 1 | 2% | 0% | -17% | -3% | -10% | -14% | ? | 11%
O=C1CC(c2ccccc2)CC(=NCCO)/C1=C(\O)CCCN1C(=O)c2ccccc2C1=O (centres undefined) | -15% | -5% | 8 | -9% | -2% | 10% | -2% | 0% | -10% | -13% | 0%

Structures above containing an aryl methoxy group (6):
SMILES | BRCA1 expr act | ELG1 genotox | TRPV1 agonist | FLuc modulator | Tb PFK inh | RORgamma inh | NPC1 prom act | Rab9 promoter act | VP16 counter | ELG1 repair inh | p53 reactivation
COc1ccc(N2CCN(C3CCCN(C(=O)CN4CCCC4=O)C3)CC2)cc1 (centres undefined) | 0% | -1% | -3 | 0% | 0% | -1% | 1% | -5% | 2% | ? | 5%
CCOc1ccc(NS(=O)(=O)c2ccc(C(=O)N(C)Cc3cccc(OC)c3OC)cc2)cc1 | -44% | -12% | 16 | -1% | 0% | ? | 2% | -8% | ? | 16µM* | -1%
COc1cccc(CN(C)C(=O)c2ccc(NS(=O)(=O)c3ccc(F)cc3)cc2)c1OC | -23% | -1% | 3 | 12% | -2% | nt | 2% | 1% | nt | 15% | -1%
COc1cccc(NC(=S)N(CCN(C)C)C(C)c2ccncc2)c1 (centres undefined) | -10% | 1% | 2 | -1% | 0% | -30% | 1% | 1% | -9% | -2% | -2%
COc1cccc(C2(CSc3nnc(-c4cc(OC)c(OC)c(OC)c4)o3)OCCO2)c1 | -28% | -1% | 26 | -1% | 2% | 11% | 1% | 6% | -8% | -28% | -11%
CCCCn1nc2cc(C(=O)NCc3cc(C(F)(F)F)cc(C(F)(F)F)c3)ccc2c1OC | 0% | 0% | 1 | 2% | 0% | -17% | -3% | -10% | -14% | ? | 11%

High-throughput results (PubChem BioAssay)
